From PubChem BioAssay
TTR transcr act: TTR transcription activators in neuroblastoma reporter cells, primary screen, cell-based, luminescence, SH-SY5Y, TTR promoter Gaussia luciferase. 100% = recombinant luciferase protein wells. activation, % at 16.7 µM. 1.3% of 92,000 active. AID 1117267, 2014;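 active = activation above the mean of all tested compounds plus 3 SD, cut at about 9.5% in these data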;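 also: cells exposed to compounds for one day before reading; 0% = median of all test compound wells on the plate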
Starred values were filed as active, the others as inactive.

mol | TTR transcr act
Cc1cc(C)c(NC(=O)c2oc3ccccc3c2COc2ccccc2)c(C)c1 | 1.8
Cc1csc(=O)n1CCC(=O)N(C)Cc1c(F)cccc1Cl | 3.0
CCN(CC)S(=O)(=O)c1ccc(N2CCCC2)c(NS(=O)(=O)c2ccc([N+](=O)[O-])cc2)c1 | 0.0
Cc1cccn2c(=O)nc(SCC(=O)N3CCN(c4ccccc4)CC3)nc12 | 2.7
COc1ccccc1NC(=O)Cn1cnc2c(oc3nc4c(cc32)CCCC4)c1=O | 0.1
COc1cc2cc(CCCOC(=O)CCC(=O)O)oc(=O)c2cc1OC | -2.2
O=c1[nH]c2ccc([N+](=O)[O-])cc2[nH]1 | 1.3
O=C(c1ccc(CSCc2ccccc2F)o1)N1CCN(c2ccc(N3CCOCC3)nn2)CC1 | -1.3

Other entries.
mol | TTR transcr act
COc1ccc(C(=O)NCCCc2ccccc2)cc1 | -0.8
CCCN(CC(=O)Nc1ccccc1C)C(=O)Cc1n[nH]c(=O)c2ccccc12 | 2.5
COC(=O)C[C@@H]1C=C[C@H](NC(=O)c2cnccn2)[C@@H](CO)O1 | -0.7
COc1ccc(Br)cc1C(=O)Nc1ccc(C(=O)NCC(C)C)cc1 | 2.0
CC(=O)Nc1ccc(NS(=O)(=O)c2cc([N+](=O)[O-])ccc2C)cc1 | 9.3
CSc1nnc(CNC(=O)c2ccccc2)n1-c1ccc(F)cc1 | 1.4
CCCCCC(=O)Nc1cccc2ccccc12 | 0.3
COc1ccc(C(=O)Nc2cccc(NC(C)=O)c2)cc1 | 6.4

4 compounds picked at random from those above, as already listed:
mol | TTR transcr act
COc1ccc(C(=O)Nc2cccc(NC(C)=O)c2)cc1 | 6.4
CSc1nnc(CNC(=O)c2ccccc2)n1-c1ccc(F)cc1 | 1.4
COc1ccc(C(=O)NCCCc2ccccc2)cc1 | -0.8
COC(=O)C[C@@H]1C=C[C@H](NC(=O)c2cnccn2)[C@@H](CO)O1 | -0.7

(cont.)
mol | TTR transcr act
CCc1ccccc1Nc1nc(N)nc(CSCC(=O)Nc2ccc(C)c(C)c2)n1 | 3.2
COc1ccccc1C(C(C(=O)c1ccccc1)N1CCOCC1)N1CCOCC1 (stereo unspecified) | -1.9
Cc1ccccc1CN1CCCCC(NC(=O)c2ccccc2F)C1=O (stereo unspecified) | -0.7
CCN(C(=O)CSc1nccc(=O)[nH]1)c1cccc2ccccc12 | 0.1
Cc1cc(C)nc(-n2ncc3c2CC(c2ccccc2C)CC3=O)n1 (stereo unspecified) | -3.0
CCc1ccc(OCCNC(=O)c2ccc(S(=O)(=O)N(C)C)cc2)cc1 | 3.6
O=C(C1CCN(C2CCN(C/C(Cl)=C/c3ccccc3)CC2)CC1)N1CCOCC1 | 0.8
O=C(/C=C/c1ccc([N+](=O)[O-])cc1)NNC(=O)C1CC1 | -1.1

(next part)
mol | TTR transcr act
Cc1ccc2oc(-c3cccc(NC(=S)NC(=O)/C=C/c4ccco4)c3)nc2c1 | -3.7
CCOC(=O)c1cc(C#N)c(SCc2ccc(C#N)cc2)nc1C | -1.0
COc1ccc(CN(C)c2ncnc(N)n2)cc1 | -0.3
CC(C)NC(=O)c1onc(CSc2cccc(F)c2)c1C(=O)O | 0.9
COc1ccc(Nc2nccc3c2ncn3C)cc1 | 0.1
COC(=O)c1cnn(C(=O)c2ccccc2Br)c1N | 0.7
CC(=O)c1cccc(Nc2nc(-c3cccnc3)cs2)c1 | 0.0
Cc1ccc(NC(=O)c2cccs2)cc1[N+](=O)[O-] | 0.9

Continued.
mol | TTR transcr act
CC(C)(C)c1nc(Sc2ncccc2[N+](=O)[O-])n[nH]1 | 0.1
COc1cc(NC(=O)c2cccc(Cl)c2)ccc1NC(=O)c1cccs1 | -1.2
COc1ccc(/C(C)=N/NC(=O)C2C3CCCCC32)c(OC)c1 (stereo unspecified) | -0.6
CN(C(=O)COc1ccccc1)C1CCS(=O)(=O)C1 (stereo unspecified) | 2.4
CC1(C)Oc2ccc(C(=O)NC3CCCCC3)cc2N(CC#N)C1=O | -3.8
Cc1ccc(C(=O)N/N=C\C=C\c2ccc(Br)cc2)cn1 | 0.4
COc1ccc(-c2c(-c3cc(OC)cc(OC)c3)n(C)c3ccc(Br)cc23)cc1 | 2.2
CCCCNc1nc2c(c(=O)[nH]c(=O)n2C)n1CCOc1ccccc1 | -1.0

(list continues)
mol | TTR transcr act
CC1=C(C(=O)N(C(C)C)C(C)C)CC(CC(=O)NC2CCCC2)C(=O)N1Cc1ccc(C(C)(C)C)cc1 (stereo unspecified) | -2.2
COc1cc2c(cc1OC)CN(C(=O)CN1CCN(S(=O)(=O)c3ccc(C)c(C)c3)CC1)CC2 | -1.2
COc1ccc(-c2cc(C(F)(F)F)n3nc(C)cc3n2)cc1 | 14*
COc1ccc(C(=O)N2CCC(n3c(C)nc4cc(F)ccc43)CC2)cc1 | -1.8
CCCC(c1nnnn1CC1CCCO1)N1CCN(c2cc(Cl)ccc2C)CC1 (stereo unspecified) | -3.5
Cc1ccc(S(=O)(=O)N2C[C@H]3[C@H]4C(=O)N(c5ccccc5)C(=O)[C@H]4C[C@H](OC(=O)NCc4ccccc4)[C@@]3(O)C2)cc1 | 0.7
O=C(N/N=C/c1cccnc1)c1cccs1 | 0.9
O=C(NCC(c1ccco1)N1CCCC1)c1cccc(S(=O)(=O)Nc2ccc(F)cc2)c1 (stereo unspecified) | -0.6

(next part)
mol | TTR transcr act
O=C(NC1(O)C(=O)c2ccccc2C1=O)c1ccccc1 | -0.2
O=C(CN(CC1CCCO1)C(=O)CCC(=O)Nc1nccs1)NCC1CCCO1 (stereo unspecified) | -2.8
CCc1nc2c(OCC(=O)C(C)(C)C)cccn2c1N(C)C(=O)C1CC1 | 0.7
NC(=O)C1CCN(CC(O)COc2ccc(-c3ccccc3)cc2)CC1 (stereo unspecified) | -1.9
Cc1ccc(Sc2ncccc2C(N)=O)cc1 | -0.7
Fc1ccccc1/C=N/n1c(COc2ccccc2)n[nH]c1=S | 1.4
Cc1ccc2c(c1)sc1nc(=O)ccn12 | -0.1
CCC(Cc1ccccc1)NC(=O)CCNS(=O)(=O)c1cc(Br)cnc1N (stereo unspecified) | 1.6

Going on with the list.
mol | TTR transcr act
CCCCCn1nnnc1C1(C)CCCCC(=O)N1Cc1ccco1 (stereo unspecified) | 1.1
CCOC(=O)c1nnn2c1nc(N1CCN(C)CC1)c1ccccc12 | 1.0
O=C(OCc1cn(Cc2ccccc2C(F)(F)F)nn1)N1CCOCC1 | 2.8
CC(=O)c1nnn(-c2nc(N3CCCC3)nc(N(c3ccccc3)c3ccccc3)n2)c1C | 2.0
NS(=O)(=O)c1ccc(NC(=O)CSc2nnc(NC3CC3)s2)cc1 | 4.2
N#C/C(=C\c1cccnc1)C(=O)Nc1ccccc1 | 1.8
CN(Cc1ccco1)c1ncnc2ccc(-c3ccoc3)cc12 | 3.6
CCCCn1c(SCC(=O)N2CCCCC2C)nc2cc(S(N)(=O)=O)ccc21 (stereo unspecified) | -2.5

A stretch of the results above:
mol | TTR transcr act
CC(=O)c1nnn(-c2nc(N3CCCC3)nc(N(c3ccccc3)c3ccccc3)n2)c1C | 2.0
NS(=O)(=O)c1ccc(NC(=O)CSc2nnc(NC3CC3)s2)cc1 | 4.2

(more compounds)
mol | TTR transcr act
CSc1ccccc1NC(=O)c1cnc2scc(C)n2c1=O | 1.0
Cc1cc(OCC(=O)NC2CC(C)(C)NC(C)(C)C2)c2c(C)c(C)c(=O)oc2c1 | -0.2
COc1ccc2sc(N(CCN(C)C)C(=O)c3ccc4ccccc4c3)nc2c1 | 2.2
COc1ccc(CNC(=O)CSc2nc(-c3ccccc3)cc(-c3cccs3)c2C#N)cc1 | 1.1
Cc1cc(F)c(F)cc1C(=O)N1CCCC1 | -0.5
Cc1ccccc1S(=O)(=O)NC(=O)C1(C)CCN1C(=O)C(C)(C)c1ccccc1 (stereo unspecified) | -5.6
O=C(CC(NC(=O)C(F)(F)F)c1ccccc1)Nc1nnc(CCc2ccccc2)s1 (stereo unspecified) | -2.8
O=C(Cn1ncc2c([nH]c3ccccc32)c1=O)NCC1CCN(Cc2ccc(F)cc2)CC1 | 0.2

(listing goes on)
mol | TTR transcr act
O=C1CCc2cc(S(=O)(=O)Nc3ccc(F)cc3)ccc2N1 | 0.8
C[C@]12C(=O)N(c3cccc(F)c3)C(=O)N1[C@H]1c3ccccc3OC[C@@H]1[C@H]2c1ccccc1 | -1.8
CCN(CC)S(=O)(=O)c1cccc(-c2nnc(-c3ccc(C)cc3)o2)c1 | 2.8
O=C1NC(Cc2ccccc2)c2nc3ccccc3c(=O)n2-c2cc(Cl)ccc21 (stereo unspecified) | 3.1
CCOC(=O)Cn1nc(Cc2ccccc2)c2ccccc2c1=O | -2.6
CC(C)(C)n1nnnc1C(c1ccccc1)N1CCN(c2ccccn2)CC1 (stereo unspecified) | -1.0
COc1ccccc1NC(=O)Cc1noc(CSc2nnc(N)s2)n1 | 11*
Cc1cc(/C=N/NC(=O)c2ccncc2)c(C)n1-c1ccccc1 | 0.2

(listing goes on)
mol | TTR transcr act
COc1ccc(CC(=O)N2N=C(C)CC2(O)C(F)(F)F)cc1 (stereo unspecified) | 0.5
S=C(NCCCN1CCOCC1)Nc1cccc(Cl)c1 | 0.5
COc1ccc(N=Cc2nc(-c3ccccc3)oc2OC(=O)c2ccccc2)cc1 | -1.3
O=C(NNC(=S)NC(=O)C12CC3CC(CC(C3)C1)C2)c1ccncc1 | -1.7
CCc1cc2c(=O)n(-c3ccccc3)c(=S)[nH]c2s1 | 1.7
CC1CN(C(=S)Nc2ccccc2)N(c2ccccc2)C1 (stereo unspecified) | -0.7
Cc1ccc(N2C(=O)N(CC(=O)Nc3ccc(C)c(C)c3[N+](=O)[O-])C(=O)C2C)cc1 (stereo unspecified) | 2.1
O=C(COC(=O)c1ccc(O)cc1)Nc1cc(C(F)(F)F)ccc1N1CCOCC1 | 1.8

The list goes on.
mol | TTR transcr act
COc1cccc(C(=O)NC(=S)Nc2ccc(N(C)C)cc2)c1 | 2.9
Cn1cnnc1SCC(=O)Nc1ccccc1 | 0.2
C=CCSc1nc2c(cnn2-c2ccc(C)c(C)c2)c(=O)[nH]1 | 2.9
CCc1nc2ccc(C(=O)NCCC(C)C)cn2c1N(C)Cc1nccs1 | -0.3
COC(=O)c1ccc(S(=O)(=O)NCc2ccc(OC)cc2)n1C | -1.4
COC(=O)CC1(C(=O)OC)Oc2ccc(Br)cc2C(=O)N1c1cc(Cl)c(Cl)cc1Cl (stereo unspecified) | 0.0
O=C(O)CCc1ccc(-c2ccccc2)o1 | 0.8
CN(C)c1nc(Cl)nc(N(C#N)CCOc2ccccc2)n1 | -1.5

Further records
mol | TTR transcr act
Oc1cccnc1Sc1cccc(C(F)(F)F)c1 | -0.8
CCNC(=O)CC1C(=O)N(c2ccc(F)cc2)C(=O)N1Cc1ccccn1 (stereo unspecified) | -0.6
Cn1ccs/c1=N\C(=O)Nc1cccc(Cl)c1 | -0.5
CCOC(=O)C(=NCCCN1CCOCC1)NNc1cccc(C(F)(F)F)c1 | 0.2
CCN(CC)S(=O)(=O)c1cccc(C(=O)NCC(c2ccccc2)N(C)C)c1 (stereo unspecified) | -0.8
CCCCC(=O)Nc1nn(CC)c2nc3c(C)cccc3cc12 | -0.3
CC(C)(C)S(=O)(=O)N1C[C@@H]2C(=C(CCO)C[C@@H]3C(=O)N(c4ccccc4)C(=O)[C@@H]32)[C@H]1CCO | 0.8
O=C(NCCN1CCN(C(=O)Nc2ccccc2)CC1)Nc1ccccc1 | -0.8

Next part.
mol | TTR transcr act
CC(C)(C)c1ccc(C(=O)C2CCCN(C(=O)c3ccccn3)C2)cc1 (stereo unspecified) | -2.5
CC(C#Cc1ccc2c(c1)COc1c3ccccc3nn1-2)OC(C)(C)C (stereo unspecified) | 2.8
COC(=O)c1cc2nc(-c3ccc(C)cc3)cc(C(F)(F)F)n2n1 | 0.0
COc1ccc(NC(=O)C(c2ccc(C)cc2)N(C)C(=O)CC2NC(=O)NC2=O)cc1 (stereo unspecified) | -0.8
COc1ccc(S(=O)(=O)N2CCC(NC(=O)OCc3c(Cl)cccc3Cl)CC2)cc1 | -0.5
O=C(NN=C1CCCC1)c1[nH]c2ccc(Br)cc2c1-c1ccccc1 | 0.1
COc1ccccc1NC(=S)NC(=O)CC(C)C | 5.0
Fc1ccccc1Oc1nc(-c2ccncc2)nc2ccccc12 | -0.8

(continued)
mol | TTR transcr act
CC(C)CCN1CCC[C@]2(N[C@H](c3ccccc3)[C@@H]3C(=O)N(Cc4ccccc4)C(=O)[C@@H]32)C1=O | 1.8
Cc1ccc2cccc(Oc3ncnc4sc(C)c(C)c34)c2n1 | 0.1
Cc1csc(=O)n1CC(=O)OCC(=O)Nc1ccc(F)c(F)c1 | 0.6
COc1ccc(CNC(=O)C(=O)NCc2cccnc2)cc1 | -0.4
NC(=O)CSc1nnc(-c2ccco2)n1-c1ccccc1 | 1.1
Cn1c(NNC(=O)c2ccc(C(C)(C)C)cc2)cc(=O)n(C)c1=O | 2.6
NC(=O)c1ccsc1NC(=O)c1nc(-c2ccccc2)n(-c2ccccc2)n1 | -2.4
Cc1ccc(NC(=O)CN2CCc3ccccc3C2)cc1S(=O)(=O)N(C)C | -1.1

Shown with values ahead of the structure: four of the compounds above.
TTR transcr act | SMILES
-1.5 | CN(C)c1nc(Cl)nc(N(C#N)CCOc2ccccc2)n1
-0.8 | Oc1cccnc1Sc1cccc(C(F)(F)F)c1
-0.6 | CCNC(=O)CC1C(=O)N(c2ccc(F)cc2)C(=O)N1Cc1ccccn1 (stereo unspecified)
-0.5 | Cn1ccs/c1=N\C(=O)Nc1cccc(Cl)c1

Remaining list, next part:
mol | TTR transcr act
CCOC(=O)C(C)Sc1nc2c(c(=O)[nH]c(=O)n2C)n1C/C=C(/C)Cl (stereo unspecified) | 2.9
NC(=O)Cn1nnc(-c2ccc(CN3CCCCC3)cc2)n1 | -1.3
CC(c1ccccc1)C1CC(=O)N(c2cc(Cl)ccn2)C1=O (stereo unspecified) | 0.7
Cc1ccc(-c2noc(CCC(=O)N3CCN(c4cc(C)ccc4C)CC3)n2)cc1 | 1.4

Not all compounds are listed; rates above refer to the full screens.
